Screening data deposited in PubChem BioAssay by National Center for Advancing Translational Sciences (NCATS).
GLP-1R inv ag = qHTS of GLP-1 Receptor Inverse Agonists (Inhibition Mode) | HEK293 GLP-1R CRE-luciferase, luminescence, 24 h; GLP-1R form is constitutively active | Potency, µM (titrated, usually from 38.3 µM), for the others: at the top dose activity change, negative = inhibition, usual class: inhibitors | 1.6% of 410,000 active; note: potency is the fitted concentration of half-maximal effect; % is set by controls: 0 for no effect and ±100 for the full control effect; nearly all actives have a fitted effect of over 55% in size
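GLP-1R inverse agonism mode: basal reporter luminescence in engineered HEK293 cells measured after one day of compound exposure at 37 deg C, with a 12 min room-temperature detection step.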
KB-V1 MDR tox = qHTS assay for MDR1-selective chemotherapeutics: Primary screen using the drug-selected MDR subline cells KB-V1; KB-V1 MDR cells viability, CellTiter-Glo, 72 h; Potency, µM (series often up to 46.1 µM), for inactives: at the highest dose activity change, negative = cytotoxicity, actives largely listed as cytotoxic; 3.4% of 400,000 active; AID 1347076, 2019; note: potency is the fitted concentration of half-maximal effect; % is set by controls: 0 for no effect and ±100 for the full control effect; nearly all actives have a fitted effect of over 60% in size
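Compound-treated KB-V1 multidrug-resistant cells, 72 h, 37 degrees C; viability by CellTiter-Glo. Fitted qHTS curves give the values.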
TDP43 rescue = qHTS of TDP-43 Inhibitors. TDP-43 expressing yeast growth rescue, BacTiter-Glo, 24 h. Potency, µM (top dose mostly 46.1 µM), inactives show top-dose growth rescue (activation), usual class: activators. 1.8% of 410,000 active. AID 652104, 2013; note: potency is the fitted concentration of half-maximal effect; % of control where 0% means no effect; nearly all actives have a fitted effect of over 50% in size
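Yeast cells expressing TDP-43 under galactose induction are exposed to compounds for 24 hr at 30 deg C. BacTiter-Glo luminescence measures growth, so protective compounds score as activators.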
D3 ag = qHTS of D3 Dopamine Receptor Agonist: qHTS. D(3) dopamine receptor (Homo sapiens), P35462. D3R DiscoveRx beta-arrestin cells, luminescence, 90 min. max activation, %. 0.58% of 410,000 active. AID 652048, 2013; in the data active = max activation above about 30%; note: 0% is about no effect; mostly tested at two doses, the higher about 12 µM
Target sequence (P35462 whole entry, looked up): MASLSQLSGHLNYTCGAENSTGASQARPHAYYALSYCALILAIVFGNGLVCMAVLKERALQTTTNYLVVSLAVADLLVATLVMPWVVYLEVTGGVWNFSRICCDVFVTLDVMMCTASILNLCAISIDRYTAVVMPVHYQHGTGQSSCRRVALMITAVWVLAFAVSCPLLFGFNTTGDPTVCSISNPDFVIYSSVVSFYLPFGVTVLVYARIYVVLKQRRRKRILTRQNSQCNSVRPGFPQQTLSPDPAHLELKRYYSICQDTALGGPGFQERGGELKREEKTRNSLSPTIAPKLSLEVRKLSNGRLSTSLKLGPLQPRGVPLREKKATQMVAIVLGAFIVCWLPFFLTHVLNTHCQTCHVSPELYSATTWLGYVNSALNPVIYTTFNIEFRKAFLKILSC
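Cells at 1500/well, incubated overnight, then treated with pinned compounds (dopamine as control) for 90 min at 37 degrees C. DiscoveRx reagent added for 30 - 60 minutes at room temperature; luminescence read.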
GLP1R ag = qHTS of GLP-1 Receptor Agonists | AID 624172, 2012 | Potency, µM (titrated, usually from 45.6 µM), for the others: at the highest dose activation, hits mostly activators | 0.007% of 380,000 active | HEK293 GLP-1R CRE-luciferase, luminescence, 4-6 h; cells express a hypersensitive GLP-1R form; note: potency is the fitted concentration of half-maximal effect; % of control where 0% means no effect
aSyn rescue = qHTS of alpha-syn Inhibitors; Yeast expressing alpha-synuclein, growth rescue, BacTiter-Glo, 24 h; Potency, µM (titrated, usually from 46.1 µM), for inactives: at the highest dose growth rescue (activation), most hits filed as activators; 0.14% of 370,000 active; AID 652106, 2013; note: potency is the fitted concentration of half-maximal effect; % of control where 0% means no effect; nearly all actives have a fitted effect of over 65% in size
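Screening used galactose-induced yeast with toxic alpha-synuclein levels, exposed to compound for 24 hr at 30 deg C. Cell growth, read with BacTiter-Glo luminescence, gave the measured signal.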
PTHR1 ag = qHTS for PTHR1 Agonists: Primary Screen. HEK293 GP2 PTHR1 cells, GloSensor cAMP luminescence, 1 h. 0.075% of 410,000 active. AID 743266, 2014. Potency, µM (top dose mostly 115 µM), inactives show at the top dose activation, most hits filed as activators; note: potency is the fitted concentration of half-maximal effect; nearly all actives have a fitted effect of over 55% in size; some results filed as inactive show a strong effect at the top dose; inactives centre near -15; many of its hits are not listed in these tables
Target sequence (Q03431 whole entry, looked up): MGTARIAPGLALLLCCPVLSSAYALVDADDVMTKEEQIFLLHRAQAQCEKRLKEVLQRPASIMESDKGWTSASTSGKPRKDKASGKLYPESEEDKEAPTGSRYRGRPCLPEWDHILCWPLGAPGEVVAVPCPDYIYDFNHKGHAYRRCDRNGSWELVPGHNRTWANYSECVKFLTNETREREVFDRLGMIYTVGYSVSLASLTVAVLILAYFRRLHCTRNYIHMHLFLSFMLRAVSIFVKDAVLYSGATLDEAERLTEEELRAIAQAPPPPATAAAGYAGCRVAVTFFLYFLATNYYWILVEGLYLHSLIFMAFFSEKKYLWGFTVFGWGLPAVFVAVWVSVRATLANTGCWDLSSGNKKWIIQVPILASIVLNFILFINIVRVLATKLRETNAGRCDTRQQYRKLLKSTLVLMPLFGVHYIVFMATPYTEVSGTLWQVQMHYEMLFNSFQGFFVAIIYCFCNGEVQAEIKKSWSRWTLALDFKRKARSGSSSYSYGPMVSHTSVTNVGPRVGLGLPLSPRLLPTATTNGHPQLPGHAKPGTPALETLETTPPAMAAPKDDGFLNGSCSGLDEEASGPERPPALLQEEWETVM
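HEK-293-derived GP2 cells expressing PTHR1 and a GloSensor cAMP reporter, 3,000/well, plated overnight, given luciferin plus IBMX (each 0.5 mM as added) for 1 h at 37 °C, then compound for 1 h at 37 °C. Luminescence was read after 15 min at room temperature.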
D3 antag = qHTS of D3 Dopamine Receptor Antagonist: qHTS | D3R cells, DiscoveRx beta-arrestin luminescence, antagonist mode; hits give low values | max response, negative = inhibition, % | 2.5% of 360,000 active | AID 652054, 2013; in the data active = max response below about -50%; inconclusive = no clear call, values can overlap the other calls; note: % is set by controls: 0 for no effect and ±100 for the full control effect; mostly tested at two doses, the higher about 12 µM
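Cells plated overnight at 1500 cells/well, then exposed to library compounds with dopamine controls for 90 minutes at 37 degrees C. DiscoveRx reagent added for 30–60 minutes at room temperature; luminescence read, quantitative HTS format.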
GLP1R cytotox = qHTS of GLP-1 Receptor Inverse Agonists: Cytotox Screen; Potency, µM (doses to about 38.3 µM), for the others: top-dose activity change, negative = inhibition, most hits filed as inhibitors; AID 624418, 2012; HEK293 cAMP-luciferase reporter cells, luminescence, 24 h; 0.13% of 410,000 active;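 note: loss of luciferase light is scored as toxicity; potency is the fitted concentration of half-maximal effect; % is set by controls: 0 for no effect and ±100 for the full control effect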
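Compound-treated cells are incubated 24 hr at 37 deg C under 5% CO2 after a 12 hour attachment period, then luciferase detection reagent is added and luminescence is measured following 12 min at room temperature; lowered signal indicates toxicity.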
An asterisk follows results filed as active; i = inactive; u = inconclusive; x = not tested or not shown; [ ] = another dose, or the depositor's remark. Unless noted, calls come from the whole dose curve; as a rule, active = well fitted curve in the direction sought with a large enough effect; inconclusive = small, poorly fitted or top-dose-only effect, or another doubt; inactive = no such curve, though single readings can be large; an effect the other way counts as inactive or inconclusive.

Results follow in this order: GLP-1R inv ag | KB-V1 MDR tox | TDP43 rescue | D3 ag | GLP1R ag | aSyn rescue | PTHR1 ag | D3 antag | GLP1R cytotox
CCN1C(=O)[C@H]2[C@@H](c3ccc(C(F)(F)F)cc3)N[C@]3(CCCN(Cc4ccccc4)C3=O)[C@H]2C1=O
 : -9% | 9% | 13% | 3 | 12% | -23% | -15% | -30 | 5%
Cc1cccn2c(=O)c(/C=C(\C#N)C(=O)NC3CCS(=O)(=O)C3)c(Oc3ccccc3Cl)nc12 (stereo not given)
 : 20% | -8% | -17% | -1 | 12% | 0% | -86%[inhibitor] | 0 | 185%[activator]
CCOc1ncccc1C(=O)OCC(=O)N(CC(C)C)C1CCS(=O)(=O)C1 (stereo not given)
 : 2% | 7% | 20% | 2 | 3% | -3% | i | 13 | 2%
Cc1nn(S(=O)(=O)c2ccc(C(C)(C)C)cc2)c(C)c1S(=O)(=O)N1CCCCCC1
 : 3% | -5% | 17% | 7 | -9% | x | i | x | 5%
COc1ccc(NS(=O)(=O)c2ccc(N3CCOCC3)c(NC(=O)c3ccc(OC)cc3)c2)cc1
 : u | 18µM* | 0% | -7 | 1% | -2% | -10% | 0 | -9%
Cc1cc(C(=O)COC(=O)C2CC2)c(C)n1-c1ccc(F)cc1
 : -23%[0.307 µM] | -19% | u | -9 | -20% | -11% | -43%[inhibitor] | 0 | -3%[0.307 µM]
CC(C)(C)OC(=O)N1CCC(c2c(C(=O)N3CCc4ccccc4C3)cnn2-c2ccc(F)cc2)CC1
 : 8% | -6% | 4% | -6 | x | x | i | x | 5%
O=C(NCCc1ccccc1F)C1CC(O)CN1C(=O)Nc1ccccc1 (stereo not given)
 : 19% | 18% | 0% | 1 | 6% | 0% | -11% | 4 | -15%
CCN(CC)CCNC(=O)c1cccc(NC(=O)C(=O)c2ccccc2NC(C)=O)c1
 : -2% | 2% | -1% | -7 | 1% | -7% | -24% | -5 | 8%
O=C(c1ccoc1)N1CCC2(CCCN(Cc3ccc(F)c(F)c3)C2)C1 (stereo not given)
 : -25% | 0% | -4% | -14 | 4% | -1% | -9% | u | 5%
O=C(COc1ccc2ccccc2c1)Nc1nnc(-c2ccco2)s1
 : 12% | 4% | -10% | 3 | 4% | 0% | i | 6 | 0%
COc1ccc(S(=O)(=O)N/N=C(/C)c2ccc(C)o2)cc1
 : 14% | -6% | -10% | -4 | 7% | 0% | i | -9 | -19%
CC1(C)CC2CN(C(=O)Cc3ccccc3)C(C)(C2)C1 (stereo not given)
 : u | 1% | -11% | -3 | -6% | -1% | i | -25 | 1%
CCN(CC(=O)Nc1ccccc1OC)C(=O)CCc1ccccc1
 : -20% | 1% | -4% | 3 | 19% | 1% | -12% | 4 | -1%
CCOC(=O)N1CCN(C(=O)C2CCCN(c3ncnc4c3sc3cccc(F)c34)C2)CC1 (stereo not given)
 : 18% | u | -15% | 29 | 5% | 1% | -17% | 83 | 2%
COC(=O)c1cc(NC(=O)c2ccccc2)c(=O)oc1/C=C/Nc1ccc(Oc2ccccc2)cc1
 : 2%[7.66 µM] | -11% | 17%[9.22 µM] | 5 | 10% | 4% | i | 2 | 2%[7.66 µM]
CC(C)(C)C1CCc2c(sc3nc(-c4cc5ccccc5oc4=O)[nH]c(=O)c23)C1 (stereo not given)
 : 2% | x | 3% | -5 | x | x | -9% | x | 1%
CN(C(=O)CSc1nc(N)cc(=O)[nH]1)C1CCCCC1
 : 0% | u | 19% | 7 | 10% | -8% | i | 24 | 4%
CC1CCC(NC(=O)c2ccc(-n3cncn3)c([N+](=O)[O-])c2)CC1 (stereo not given)
 : 21% | -25% | 4% | 5 | 0% | 1% | i | 1 | -12%
Cn1nc(CSc2ccccc2)c(C=O)c1Cl
 : -15% | 3% | -5% | 1 | 12% | 3% | i | 9 | 11%

Random excerpt: 2 compounds from above
Results follow in this order: GLP-1R inv ag | KB-V1 MDR tox | TDP43 rescue | D3 ag | GLP1R ag | aSyn rescue | PTHR1 ag | D3 antag | GLP1R cytotox
COc1ccc(NS(=O)(=O)c2ccc(N3CCOCC3)c(NC(=O)c3ccc(OC)cc3)c2)cc1
 : u | 18µM* | 0% | -7 | 1% | -2% | -10% | 0 | -9%
CC1(C)CC2CN(C(=O)Cc3ccccc3)C(C)(C2)C1 (stereo not given)
 : u | 1% | -11% | -3 | -6% | -1% | i | -25 | 1%

As a working copy, part of the list above.
Results follow in this order: GLP-1R inv ag | KB-V1 MDR tox | TDP43 rescue | D3 ag | GLP1R ag | aSyn rescue | PTHR1 ag | D3 antag | GLP1R cytotox
CC1CCC(NC(=O)c2ccc(-n3cncn3)c([N+](=O)[O-])c2)CC1 (stereo not given)
 : 21% | -25% | 4% | 5 | 0% | 1% | i | 1 | -12%
Cn1nc(CSc2ccccc2)c(C=O)c1Cl
 : -15% | 3% | -5% | 1 | 12% | 3% | i | 9 | 11%

(list continues)
Results follow in this order: GLP-1R inv ag | KB-V1 MDR tox | TDP43 rescue | D3 ag | GLP1R ag | aSyn rescue | PTHR1 ag | D3 antag | GLP1R cytotox
CCOc1ccc(S(=O)(=O)n2nc(C)cc2C)c2ccccc12
 : u | -14% | -14% | 6 | 13% | 16% | -4%[57.5 µM] | -12 | -7%
Clc1cccc(Cl)c1-c1noc(CN2CCOCC2)n1
 : 17% | 13% | 5% | 4 | 0% | -9% | i | 1 | -8%
C=CCn1c(Cc2csc(N)n2)nnc1SCC(=O)Nc1ccc(C(=O)OCC)cc1
 : -8% | -1% | -18% | 9 | 5% | 3% | -2%[57.5 µM] | 11 | 3%
CC(=O)N1CCN(S(=O)(=O)c2cccc(C(=O)OCC(=O)NC(=O)c3cccn3C)c2)CC1
 : 2% | u | -2% | 1 | 24% | 2% | i | 12 | -7%
CCCCC(CC)C1OCC(CN2CCCC2)O1 (stereo not given)
 : -5% | 5% | -8% | -5 | 6% | -5% | i | 9 | 2%
Cc1[nH]n(-c2ccccc2)c(=O)c1/C=N\NC(=O)C1COc2ccccc2O1 (stereo not given)
 : u | u | 7% | -8 | -11% | 0% | -5% | -4 | u
C=C(C)Cn1c(SCC(=O)N/N=C/c2c(O)ccc3ccccc23)nc2ccccc2c1=O
 : u | u | 8% | -4 | 2% | 13% | i | -27 | u
CCOc1ccc(CNC(=O)c2oc3c(c2C)-c2nn(Cc4cccc(Cl)c4)cc2CC3)cc1
 : 11µM* | x | 17% | 3 | x | x | -44%[inhibitor] | x | -11%
CCc1nnc2c3ccccc3nc(N3CCN(c4ccc(C)cc4C)CC3)n12
 : 4% | 11% | 17% | -4 | x | x | i | x | -1%
O=C(NCCc1csc(-c2ccccc2)n1)c1c(F)cccc1Cl
 : u | -30% | 13µM* | 0 | 11% | 0% | i | -1 | -14%
COc1cc(/C(C)=N/NC(=O)c2ccc(CSc3nncn3C)cc2)cc(OC)c1OC
 : 3%[0.307 µM] | -1% | 9% | 7 | 7% | 0% | i | -24 | 9%[0.307 µM]
O=C(O)C(Cc1ccccc1)N=C(NS(=O)(=O)c1ccccc1)c1ccccc1 (stereo not given)
 : 21% | 8% | -3% | -3 | 2% | 2% | -14% | -6 | 4%
Cc1ccc(CNC(=O)Cn2c3ncccc3c(=O)n2-c2ccc(C)cc2)cc1
 : 8% | -5% | 7% | -7 | x | x | -13% | x | -6%
CCCC(=O)c1ccc(N2CCN(S(=O)(=O)c3ccccc3)CC2)c(F)c1
 : -5% | -4% | -22% | -1 | 13% | -2% | -35%[inhibitor][57.5 µM] | -17 | 86%[activator]
CC1=C(C#N)C(NC(=O)c2ccc(C)cc2)(C(F)(F)F)C(=O)N1 (stereo not given)
 : 9% | 5% | 14% | -1 | 0% | -3% | i | -14 | 2%
COc1ccc(C2CC(c3ccc(Br)cc3)=NN2C(=S)Nc2ccccc2)cc1 (stereo not given)
 : u | u | 12% | 4 | 9% | 2% | -10% | -1 | -4%
Cc1csc(=O)n1CC(=O)Nc1ccc(S(C)(=O)=O)cc1
 : -7% | u | -5% | 4 | 11% | 0% | i | -4 | 9%
CCOC(=O)c1ccc(N2C(=O)c3n[nH]c(-c4ccco4)c3C2c2ccc(O)c(OCC)c2)cc1 (stereo not given)
 : u | 29% | 14% | -16 | 4% | x | -10% | x | -15%
Cc1oc2ncnc(N3CCOCC3)c2c1C(=O)NCCc1ccccc1
 : 1% | x | 21% | 3 | x | x | i | x | -2%

Some of the compounds tested; count on the stated rates, not on these rows.
